# Pol eta inh: blocks human DNA polymerase eta activity | Q9Y253 | recombinant Pol eta, fluorescent DNA replication assay | Potency, µM (highest dose often 114 µM), for the others: top-dose activity change, negative = inhibition, hits mostly inhibitors | 390,000 compounds, 1.2% hits | AID 588591; also: % is scaled to controls: 0 for no effect and ±100 for the full control effect
#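 Pol eta at 10 nM preincubated with compounds 15 min at room temperature; reaction started with fluorescent substrate (50 nM final) and read kinetically at 0 and 10 min.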
# APEX1 inh: blocks human APE1 abasic DNA cleavage. P27695. recombinant APE1, TAMRA/BHQ-2 abasic DNA cleavage fluorescence. Potency, µM (series often up to 65.8 µM), for inactives: at the top dose activity change, negative = inhibition, actives largely listed as inhibitors. 350,000 compounds, 0.35% hits;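 also: plate controls were vehicle for no effect and reference inhibitor for full effect; nearly all actives have a fitted effect of over 55% in size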
#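 APE1 at 0.75 nM final was preincubated with compound 15 min at room temperature, then 50 nM double-stranded THF abasic-site substrate (5'-TAMRA/3'-BHQ-2) was added. Fluorescence (ex 525/em 598 nm) was read kinetically; third-minus-first read gave activity.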
# BLM helicase inh: Bloom syndrome helicase (human) inhibition; P54132; 350,000 compounds, 0.2% hits; AID 2528; Potency, µM (top dose mostly 56.1 µM), without a hit: at the highest dose activity change, negative = inhibition, usual class: inhibitors; recombinant BLM DNA unwinding, fluorescence dequenching;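 also: plate controls were vehicle for no effect and no enzyme for full effect; nearly all actives have a fitted effect of over 35% in size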
# Target sequence (P54132 whole entry, looked up): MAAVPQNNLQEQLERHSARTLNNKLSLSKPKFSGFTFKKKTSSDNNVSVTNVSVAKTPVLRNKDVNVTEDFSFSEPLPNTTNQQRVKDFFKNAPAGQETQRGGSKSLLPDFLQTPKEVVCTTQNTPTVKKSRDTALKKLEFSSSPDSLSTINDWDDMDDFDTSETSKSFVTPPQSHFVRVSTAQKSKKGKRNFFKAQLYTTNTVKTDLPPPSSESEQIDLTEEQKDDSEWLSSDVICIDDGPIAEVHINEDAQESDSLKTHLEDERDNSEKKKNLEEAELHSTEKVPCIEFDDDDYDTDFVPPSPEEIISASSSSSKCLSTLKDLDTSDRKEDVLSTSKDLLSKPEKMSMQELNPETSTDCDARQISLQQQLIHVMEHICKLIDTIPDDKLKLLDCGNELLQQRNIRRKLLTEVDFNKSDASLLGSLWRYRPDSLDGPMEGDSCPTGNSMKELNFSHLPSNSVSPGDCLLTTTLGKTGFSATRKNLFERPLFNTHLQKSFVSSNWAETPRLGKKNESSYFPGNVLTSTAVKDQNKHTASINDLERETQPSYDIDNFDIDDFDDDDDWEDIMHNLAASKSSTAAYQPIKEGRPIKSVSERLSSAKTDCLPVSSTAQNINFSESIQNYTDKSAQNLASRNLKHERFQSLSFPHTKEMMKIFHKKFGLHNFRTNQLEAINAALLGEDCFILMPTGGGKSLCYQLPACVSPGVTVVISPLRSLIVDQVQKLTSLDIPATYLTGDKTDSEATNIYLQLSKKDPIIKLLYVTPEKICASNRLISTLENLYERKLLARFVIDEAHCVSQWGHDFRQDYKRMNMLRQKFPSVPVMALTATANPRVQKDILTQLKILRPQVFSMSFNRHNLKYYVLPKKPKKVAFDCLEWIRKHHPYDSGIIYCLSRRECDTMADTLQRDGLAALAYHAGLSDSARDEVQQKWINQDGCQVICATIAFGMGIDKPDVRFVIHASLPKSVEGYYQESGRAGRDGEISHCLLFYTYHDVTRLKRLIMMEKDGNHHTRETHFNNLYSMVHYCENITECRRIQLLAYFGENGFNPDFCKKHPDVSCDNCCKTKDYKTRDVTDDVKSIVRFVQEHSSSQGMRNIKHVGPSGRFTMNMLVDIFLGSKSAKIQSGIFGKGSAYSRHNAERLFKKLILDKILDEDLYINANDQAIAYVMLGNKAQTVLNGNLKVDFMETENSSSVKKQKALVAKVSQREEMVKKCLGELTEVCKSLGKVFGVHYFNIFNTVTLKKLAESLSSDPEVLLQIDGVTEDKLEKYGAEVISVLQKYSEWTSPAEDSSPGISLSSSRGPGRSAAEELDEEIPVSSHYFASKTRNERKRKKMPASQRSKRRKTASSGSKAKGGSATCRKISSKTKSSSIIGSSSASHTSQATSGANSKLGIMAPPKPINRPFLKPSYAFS
# BAZ2B block: blocks human BAZ2B. 360,000 compounds, 4.4% hits. Potency, µM (highest dose often 114 µM), without a hit: at the top dose activity change, negative = inhibition, hits mostly inhibitors. AlphaScreen BAZ2B-H3K14Ac peptide displacement. AID 504333. Q9UIF8; also: % is scaled to controls: 0 for no effect and ±100 for the full control effect; nearly all actives have a fitted effect of over 60% in size
#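 Compounds, titrated to a top concentration of 110 uM, were incubated 30 min at room temperature with preformed BAZ2B/acetyl-K14 H3 peptide complex (50 nM each). Proximity signal was measured by AlphaScreen after 20 min with beads.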
# G9a block: G9a (human) methyltransferase inhibition; G9a H3K9 monomethylation, AlphaScreen, 2 h; Potency, µM (doses to about 102 µM), for inactives: at the highest dose activity, negative = inhibition, usual class: inhibitors; 350,000 compounds, 8.8% hits; also: % is scaled to controls: 0 for no effect and ±100 for the full control effect; nearly all actives have a fitted effect of over 75% in size
#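 AlphaScreen read-out: biotin-H3K9 peptide (500 nM) methylation by 20 nM enzyme with 20 uM SAM, 2 h at room temperature after 15 min compound preincubation; anti-monomethyl H3K9 antibody plus donor/acceptor beads, 10 min dark.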
# POLK inh: DNA polymerase kappa (human) inhibition. purified Pol kappa, fluorescent DNA synthesis assay, 10 min. Potency, µM (titrated, usually from 107 µM), without a hit: top-dose activity, negative = inhibition, usual class: inhibitors. 400,000 compounds, 0.53% hits. AID 588579; also: % is scaled to controls: 0 for no effect and ±100 for the full control effect
#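 Activity was followed as the change in fluorescence between reads at 0 and 10 min after starting the reaction with 50 nM substrate. Beforehand, 10 nM polymerase had been preincubated with compound for 15 min at room temperature.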
# Anesthetic bind: candidate novel general anesthetic via apoferritin binding; P02791; apoferritin/1-aminoanthracene competitive binding, fluorescence; Potency, µM (highest dose often 77.5 µM), for inactives: at the highest dose activity change, negative = displacement, usual class: inhibitors; 350,000 compounds, 0.074% hits; AID 485281; also: % is scaled to controls: 0 for no effect and ±100 for the full control effect; nearly all actives have a fitted effect of over 20% in size
#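 Read-out: endpoint 1-AMA fluorescence, excitation 380 nm and emission 535 nm, after compounds sit 10 min at room temperature with 10 uM horse-spleen apoferritin in 50% saturated 1-AMA/PBS. Values come from four-parameter Hill fits.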
# Pol iota inh: inhibitors of human DNA polymerase iota; Pol iota fluorescent replication assay, 10 min; Potency, µM (titrated, usually from 115 µM), without a hit: at the top dose activity, negative = inhibition, actives largely listed as inhibitors; 390,000 compounds, 1% hits; AID 588590
#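 Fluorescent replication assay read twice, at 0 min and 10 min after adding 50 nM (final) substrate. Enzyme (10 nM) and compounds were first incubated 15 min at room temperature; enzyme-free buffer wells were negative controls.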
# POLB inh: blocks human DNA polymerase beta activity; Pol beta primer extension/strand displacement, fluorescence kinetic; Potency, µM (titrated, usually from 114 µM), for the others: at the highest dose activity change, negative = inhibition, usual class: inhibitors; 340,000 compounds, 1.3% hits; AID 485314; also: % is scaled to controls: 0 for no effect and ±100 for the full control effect
#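 Pol beta (10 nM) was preincubated with compound for 15 min at room temperature. The reaction was then started with 50 nM substrate and read immediately and after a further 10 min at room temperature.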
# The depositor's hits bear a star; ? = inconclusive; . = no result given; & = joins results of further samples; ! = not confirmed by another sample; [ ] = another dose, or the depositor's remark. Calls follow the shape of the dose curve; as a rule, active = well fitted curve in the direction sought with a large enough effect; inconclusive = small, poorly fitted or top-dose-only effect, or another doubt; inactive = no such curve, though single readings can be large; an effect the other way counts as inactive or inconclusive. Potency is read from the fitted curve at half-maximal effect. This is a subset, so the mix of outcomes need not match the whole.
Pol eta inh,APEX1 inh,BLM helicase inh,BAZ2B block,G9a block,POLK inh,Anesthetic bind,Pol iota inh,POLB inh,SMILES
-6%,0%,1%,56µM*,1%,1%,-8%,51%,?,Cc1ccc(CN2CCN(Cc3ccccn3)CC2CCO)cc1 (centres undefined)
-14%,-5%,4%,-10%,-5%[12.7 µM],2%,-5%,9%,10%,CCCN1CCC(=O)N([C@H](CSc2ccc(OC)cc2)Cc2ccccc2)CC1
-4%,.,-5%,-36%,-25%[59 µM],-2%,-10%,?,7%,CCOc1ccccc1NC(=O)CN1C(=O)COc2ccc(S(=O)(=O)Nc3ccccc3)cc21
-5%,-8%,-3%,-16%,-2%,-9%,-12%,27%,45%,Cc1cccc(C)c1NC(=O)COC(=O)c1ccccc1[N+](=O)[O-]
-22%,.,0%,5%,-2%[59 µM],9%,2%,9%,1%,CCOC(=O)C1(C)C=C(Nc2cccc(C(=O)O)c2)C(=O)N1c1ccccc1 (centres undefined)
-16%,68%[activator],1%,-10%,4%,-5%,-1%,46%[activator],4%,C=CCNC(=O)C1CCCN(S(=O)(=O)c2ccc(-n3cnnn3)cc2)C1 (centres undefined)
-13%,1%,-4%,-16%,16%,-12%,-5%,27%,-10%,O=[N+]([O-])c1cnc2nc(-c3ccncc3)nn2c1O
-9%,-6%,-9%,?,-2%[59 µM],-12%,-12%,4%,-13%,C/C=C/c1ccc(OCC(=O)OCc2csc(Nc3ccc(C)cc3)n2)c(OC)c1
23%,1%,-4%,11%,6%[59 µM],-23%,-2%,?,37%,C#CCn1c(=NC(=O)CN2C(=O)CCC2=O)sc2cc(S(N)(=O)=O)ccc21
-10%,3%,0%,20%,58%[activator],9%,-13%,27%,20%,CCOC(=O)c1cnc2c(c(C)nn2-c2ccc(C)cc2)c1Cl
1%,10%,.,-2%,4%,-2%,.,37%[activator],.,COc1ccc(CCN(C)C(=O)c2cc(S(=O)(=O)N3CCCCC3)ccc2Cl)cc1OC
-9%,-29%,.,.,.,2%,.,-4%,.,CC[C@]12c3[nH]c4cc(-c5ccco5)ccc4c3CCN1C(=O)[C@@H](CC(=O)NC(C)(C)C)C[C@@H]2C(=O)N1CCN(C(=O)c2ccco2)CC1
2%,-7%,.,-1%,9%[2.33 µM],-25%,.,-13%,.,CCc1ccc([C@@H]2CC=C(C(=O)O)[C@H](c3ccccc3)N2S(=O)(=O)c2ccc(C)cc2)cc1
-6%,-3%,-2%,7%,?,-3%,0%,?,2%,CCC(CC)n1[nH]c(=O)c2c(C)cc(C)nc21
-12%,21%,-1%,-5%,6%,0%,-9%,-13%,15%,CCOc1ccc(-c2c(C(=O)N/N=C(\C)c3cccs3)nnn2-c2nonc2N)cc1
-15%,3%,-5%,-1%,-7%[59 µM],-11%,-4%,14%,-25%,O=C1c2cccc3cccc(c23)C(=O)N1c1nncs1
-2%,15%,0%,14%,16%[59 µM],-20%,-17%,-8%,1%,Cc1ccc(OCC(=O)N2CCc3ccccc32)cc1
-14%,-12%,-15%,-7%,0%[59 µM],-3%,5%,?,2%,COc1cc(/C=C2/SC(=NCc3ccccc3)N(Cc3ccccc3)C2=O)ccc1O
-6%,13%,-1%,7%,?,-4%[60.1 µM],-8%,27%,20%,CCCn1c(=O)c2ccccc2n2c(SCCOc3ccc(C)cc3)nnc12
-8%,-1%,-10%,-8%,8%,-10%,-10%,-7%,23%,CCOC(=O)C1=C(N)N2C(=O)C(C)SC2=C(C(=O)OC)C1c1cccc(OC)c1 (centres undefined)

# Of the compounds above, 6 have four or more nitrogen atoms:
Pol eta inh,APEX1 inh,BLM helicase inh,BAZ2B block,G9a block,POLK inh,Anesthetic bind,Pol iota inh,POLB inh,SMILES
-16%,68%[activator],1%,-10%,4%,-5%,-1%,46%[activator],4%,C=CCNC(=O)C1CCCN(S(=O)(=O)c2ccc(-n3cnnn3)cc2)C1 (centres undefined)
-13%,1%,-4%,-16%,16%,-12%,-5%,27%,-10%,O=[N+]([O-])c1cnc2nc(-c3ccncc3)nn2c1O
23%,1%,-4%,11%,6%[59 µM],-23%,-2%,?,37%,C#CCn1c(=NC(=O)CN2C(=O)CCC2=O)sc2cc(S(N)(=O)=O)ccc21
-9%,-29%,.,.,.,2%,.,-4%,.,CC[C@]12c3[nH]c4cc(-c5ccco5)ccc4c3CCN1C(=O)[C@@H](CC(=O)NC(C)(C)C)C[C@@H]2C(=O)N1CCN(C(=O)c2ccco2)CC1
-12%,21%,-1%,-5%,6%,0%,-9%,-13%,15%,CCOc1ccc(-c2c(C(=O)N/N=C(\C)c3cccs3)nnn2-c2nonc2N)cc1
-6%,13%,-1%,7%,?,-4%[60.1 µM],-8%,27%,20%,CCCn1c(=O)c2ccccc2n2c(SCCOc3ccc(C)cc3)nnc12

# Next results
Pol eta inh,APEX1 inh,BLM helicase inh,BAZ2B block,G9a block,POLK inh,Anesthetic bind,Pol iota inh,POLB inh,SMILES
-14%,4%,-2%,2%,23%[12.7 µM],-3%,6%,-9%,23%,COc1ccc(C(=O)C2CCCN(C(=O)c3cnsn3)C2)c(C)c1 (centres undefined)
-20%,1%,-9%,-36%,79µM*,2%,-7%,0%,0%,Cc1ccc(NP(=O)(c2ccc(N(C)C)cc2NC(=O)c2cccs2)N2CCOCC2)cc1Cl (centres undefined)
-20%,.,-5%,6%,12%[59 µM],5%,-6%,3%,7%,CCOc1ccc(Br)cc1CNCCSc1nnnn1-c1ccccc1
3%,-4%,1%,-4%,3%[2.33 µM],-15%,-5%,-10%,-18%,CCOC(=O)c1[nH]c(C)c(C(=O)NCC2CCCO2)c1C (centres undefined)
-19%&-16%,28%&-5%,-1%&-1%,-7%&-5%,-8%,-3%&-2%,?,0%&8%,-12%&-19%,CCc1nn2c(=O)c(S(=O)(=O)Nc3ccc(Cl)cc3)c(C)nc2s1
?,.,4%,-31%,?,-5%[60.1 µM],?,19%,17%,CCN(CC)CCCNC(=O)c1ccc2c(c1)NC(=O)C(CS(=O)(=O)Cc1cccc(Br)c1)N2 (centres undefined)
-2%,-1%,.,14%,7%[0.501 µM],-15%,.,24%,.,CCCCCN(C(=O)CCC(=O)OCC(=O)NC1CCC(C)CC1)c1c(N)n(CCCC)c(=O)[nH]c1=O (centres undefined)
-17%,8%,3%,-13%,.,-4%,-1%,27%,16%,Cc1nnc(NC(=O)c2ccccc2-c2ccccc2C(=O)O)s1
6%,0%,-5%,7%,5%[12.7 µM],-24%,-10%,-4%,-5%,O=c1cc(NCc2ccco2)c2ccccc2o1
-15%,12%,-2%,-3%,3%,-6%,?,16%,26%,COc1ccc(NC(=O)N2CCCCCC2)cc1OC
-17%,-11%,.,-6%,1%,-7%,.,9%,.,CCOC(=O)C1CCN(CC(=O)Nc2cc(S(=O)(=O)N3CCCCC3)ccc2Cl)CC1
-7%,-2%,6%,5%,2.8µM*!,-25%[60.1 µM],-2%,5%,7%,CC1=NS(=O)(=O)c2cc(Cl)ccc2N1
-24%,4%,0%,-4%,32%[0.501 µM],2%,7%,11%,22%,CN1CCC(N(C)C(=O)/C(C#N)=C/c2ccccc2)CC1
-11%,-4%,-2%,2%,.,6%,0%,97%[activator],-1%,CCNc1nc(NC(C)C)nc(Oc2ccc(=O)n(C)n2)n1
-13%,-5%,-2%,-7%,?,-8%,-17%,-11%,37%,Cc1ccc2c(c1)c(CC(=O)Nc1ccc(F)cc1)c(C(=O)O)n2C
-7%,6%,-4%,-2%,9%[59 µM],-4%,-11%,27%,3%,CCOC(=O)COc1ccc2c(=O)c(-c3ccccc3)coc2c1
-2%,24%,0%,1%,-3%,3%,-13%,34%[activator],28%,O=C(/C=C/c1cccc(Cl)c1)NCCCN1CCOCC1
.,1%,1%,.,0%[0.501 µM],-5%[60.1 µM],.,.,.,Cc1cnc(CNc2ncnc3ccc(-c4ccccc4C(F)(F)F)cc23)cn1
4%,-2%,-4%,-3%,-30%,-19%,-5%,8%,15%,C=CCn1c(O)c(C(CC)=NCc2cccnc2)c(=O)[nH]c1=O
-12%,3%,-11%,0%,4%[12.7 µM],-10%,3%,-1%,4%,COC(=O)CN=C1OC(=O)N2C(=O)C3=C4[C@@H](C[C@H]5C(=O)N(c6ccccc6)C(=O)[C@H]5[C@H]4[C@@]12Cc1ccccc1)[C@H]1C(=O)N(c2ccccc2)C(=O)[C@H]1[C@H]3C
-6%,0%,-6%,-2%,107%[activator][59 µM],-12%,-23%,-1%,20%,Cn1nc(C(F)(F)F)c(C(=O)Nc2cccc(Cl)c2)c1Cl
-23%,0%,0%,1%,30%,-9%,-12%,55%[activator],12%,Nc1nc(SCC(=O)NC2CCCc3ccccc32)n[nH]1 (centres undefined)
2%,-4%,-3%,-8%,17%[59 µM],-19%,?,1%,0%,O=C(c1ccc(COc2ccccc2[N+](=O)[O-])o1)N1CCCCCC1
0%,11%,-2%,0%,11%,-6%,-4%,115%[activator],46%,S=C1NCCOCCOCCOCCOCCNC(=S)N2CCOCCOCCN1CCOCC2
-8%,12%,-7%,9%,3.5µM*,9%,-17%,-2%,-2%,Cn1cnc([N+](=O)[O-])c1Sc1ncccc1N
9%,-2%,-3%,-10%,-1%,4%,-5%,12%,43%,CS(=O)(=O)N1CCCC(C(=O)N2CCN(c3cccc(Cl)c3)CC2)C1 (centres undefined)
-5%,8%,0%,-2%,9%,4%,-1%,31%[activator],2%,CCN1CCN(C(=O)CCc2nnc(CCc3c[nH]c4ccccc34)o2)[C@@H](C)C1=O
5%,-5%,-2%,-9%,19%,-2%,6%,-12%,10%,CCOc1ccc(N(CC(=O)N2CCCC2)S(=O)(=O)c2ccc(Cl)cc2)cc1
9%,22%,-4%,-10%,24%[59 µM],7%,?,-27%,-2%,CN(C)/C=N/c1cnc(C(=O)c2ccc(Cl)cc2)n1C
-19%,3%,3%,-11%,-6%,1%,-5%,41%[activator],10%,CN(C)C(=O)c1ccc(-n2cnc3ccccc3c2=O)cc1
.,46%[activator],1%,-4%,-50%,.,-11%,.,-13%,O=C(Nc1ccc(F)c(Cl)c1)Nn1cnnc1
-18%,-17%,-3%,0%,15%,-3%,-2%,-11%,40%,CC(c1nc2ccccc2n1Cc1ccccc1)N1CCCCC1 (centres undefined)
